# PPARg SRC-1 ag – agonists of human PPARgamma SRC-1 coactivator recruitment. actives 0.41% (n = 200,000). P37231. AID 631. PPARgamma-SRC-1 coactivator recruitment biochemical assay. activation, % at 8 µM; in the data active means activation above about 19%;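 further: 0% = DMSO and 100% = reference agonist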
# Target sequence (P37231 whole entry, looked up): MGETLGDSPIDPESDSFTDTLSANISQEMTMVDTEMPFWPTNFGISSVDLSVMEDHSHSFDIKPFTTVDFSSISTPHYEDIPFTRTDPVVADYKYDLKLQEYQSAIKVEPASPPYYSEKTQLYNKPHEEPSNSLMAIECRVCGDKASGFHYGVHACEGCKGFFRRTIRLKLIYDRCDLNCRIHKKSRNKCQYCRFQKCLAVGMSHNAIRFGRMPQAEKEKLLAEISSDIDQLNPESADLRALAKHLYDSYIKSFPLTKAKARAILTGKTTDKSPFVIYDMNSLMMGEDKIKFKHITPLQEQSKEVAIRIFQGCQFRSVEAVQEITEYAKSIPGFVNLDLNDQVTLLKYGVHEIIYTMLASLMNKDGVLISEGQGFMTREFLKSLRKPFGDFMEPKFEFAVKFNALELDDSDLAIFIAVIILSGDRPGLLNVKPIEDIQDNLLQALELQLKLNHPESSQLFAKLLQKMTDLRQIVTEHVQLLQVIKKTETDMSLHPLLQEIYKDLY
# TR-FRET SRC-2 ct – flags TR-FRET format artefacts in PPARgamma SRC-2 recruitment agonist screen. TR-FRET artefact counter-screen; active compounds read high. TR-FRET ratio at 8 µM. actives 0.4% (n = 200,000); in the data active means TR-FRET ratio above about 2000; further: inactives centre near 1500
# bIAP inhibitor – intestinal alkaline phosphatase (bovine) inhibition. purified bovine IAP, CDP-star luminescence, 30 min. inhibition, % at 20 µM. 190,000 tested, under 10 active;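 active means over 50% inhibition of intestinal alkaline phosphatase at 20 µM in the single-dose screen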
#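 System: purified bovine intestinal alkaline phosphatase (IAP) enzyme; Input: IAP diluted 1/65,000,000 in the well; Measured by: CDP-star luminescence signal; Compound dosing: 20 µM single dose; Incubation: 30 min reaction at room temperature.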
# PPARg SRC3 recr – agonists of human PPARgamma SRC-3 coactivator recruitment | P37231 | biochemical PPARgamma/SRC-3 coactivator recruitment assay | activation, % at 8 µM | actives 0.26% (n = 200,000) | AID 731; in the data active means activation above about 23%;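 further: 0% = DMSO and 100% = reference agonist; some compounds past the cut are filed as inactive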
# TNAP inh noacc – TNAP (human) inhibition, acceptor-free conditions; P05186; purified TNAP, CDP-star luminescence, 30 min; inhibition, % at 20 µM; actives 0.26% (n = 200,000); AID 1012;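 active means tissue-nonspecific alkaline phosphatase inhibition above about 50% at 20 µM in the single-dose screen, limit read from the data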;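 further: 0% = DMSO negative control and 100% = EDTA positive control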
# Target sequence (P05186 whole entry, looked up): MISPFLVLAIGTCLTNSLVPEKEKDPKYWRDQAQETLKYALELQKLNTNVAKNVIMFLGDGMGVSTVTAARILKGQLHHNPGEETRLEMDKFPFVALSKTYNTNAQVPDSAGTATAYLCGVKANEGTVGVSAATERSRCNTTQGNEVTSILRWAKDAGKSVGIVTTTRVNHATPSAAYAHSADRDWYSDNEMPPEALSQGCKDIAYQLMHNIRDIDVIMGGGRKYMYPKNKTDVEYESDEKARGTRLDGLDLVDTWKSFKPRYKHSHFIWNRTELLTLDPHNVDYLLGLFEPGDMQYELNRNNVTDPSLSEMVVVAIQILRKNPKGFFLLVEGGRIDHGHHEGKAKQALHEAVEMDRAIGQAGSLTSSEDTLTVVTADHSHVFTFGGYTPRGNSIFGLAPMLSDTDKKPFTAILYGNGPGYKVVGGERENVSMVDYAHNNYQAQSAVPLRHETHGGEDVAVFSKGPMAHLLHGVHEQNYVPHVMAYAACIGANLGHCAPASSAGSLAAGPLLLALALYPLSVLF
# HMGR II inh – inhibitors of class II HMG-CoA reductase from Enterococcus faecalis; purified E. faecalis HMGR, NADPH absorbance 340 nm kinetic; inhibition, % at 10 µM; actives 0.41% (n = 190,000);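 active means inhibition above a set limit, the median over all tested compounds plus 3 SD, cut at about 9.5% in these data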;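 further: enzyme runs in reverse so mevalonate oxidation gives rising NADPH absorbance; 0% = complete reaction with DMSO and 100% = background rate lacking mevalonate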
# TNAP inh hiacc – blocks human TNAP under high phosphate acceptor concentration. P05186. purified TNAP, CDP-star luminescence, 1 M DEA. inhibition, % at 20 µM. actives 0.03% (n = 200,000). AID 1135;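 active means over 50% inhibition of tissue-nonspecific alkaline phosphatase at 20 µM in the single-dose screen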;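 further: plate controls were DMSO wells for no effect and EDTA-quenched wells as full inhibition for full effect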
# PPARg SRC-2 ag – promotes SRC-2 coactivator recruitment by human PPARgamma; P37231; PPARgamma LBD-SRC-2 recruitment, biochemical; activation, % at 8 µM; actives 0.34% (n = 200,000); in the data active means activation above about 22%;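 further: 0% = vehicle and 100% = reference agonist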
# bIAP act – intestinal alkaline phosphatase (bovine) activation. purified bovine IAP, CDP-star luminescence, 30 min; active compounds read high; fold of DMSO-control signal, blank-subtracted. activation factor at 20 µM. actives 0.17% (n = 200,000);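 active means activation factor of 2 or more at 20 µM, a signal rise over negative controls twice the positive control's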
# TNAP act hi DEA – activators of human TNAP at high phosphate acceptor concentration; P05186; purified TNAP, CDP-star luminescence, 1 M DEA, 30 min; active compounds read high; 0 = EDTA background, 1 = DMSO-only activity; activation factor at 20 µM; 200,000 tested, under 10 active; AID 1136;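 active means activation factor at least 2 at 20 µM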
#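 Assay system: human TNAP; Input: enzyme diluted 1/800 final; Reagent: CDP-star luminogenic substrate at 100 µM final; Timing: 30 min, room temperature; Signal: luminescence; Evaluation: TNAP activation factor scaled between EDTA and DMSO control wells.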
# * hit, by the source's call; x = not tested or not shown. The order is random; 1.6% or so of the library scored in one or more.
# Every second line gives: PPARg SRC-1 ag, TR-FRET SRC-2 ct, bIAP inhibitor, PPARg SRC3 recr, TNAP inh noacc, HMGR II inh, TNAP inh hiacc, PPARg SRC-2 ag, bIAP act, TNAP act hi DEA
CCc1ccc(S(=O)(=O)NCc2csc(-c3cccnc3)n2)s1
 : -6, 1355, 8, 1, -8, -5, -4, -4, 0.9, 1
CNC(=O)/C(C#N)=C\c1ccc(CNS(=O)(=O)c2ccc(Cl)cc2)o1
 : 0, 1605, -1, -1, -1, -5, 0, -2, 1, 1
COc1ccc(OCc2nnc(SCC(=O)N(C)Cc3ccccc3)n2N)cc1
 : -3, 1515, -5, -5, -11, -8, -6, 0, 1, 1.1
O=c1c2ccccc2nc(SCc2cn3ccsc3n2)n1-c1ccc(F)cc1
 : 7, 1446, -12, 1, -11, -6, 1, 7, 1.1, 1
COC(=O)C1=C(C)N(Cc2ccc(OC)c(OC)c2)C(=O)C1
 : -2, 1283, 11, -1, -10, -1, -2, -3, 0.9, 1
CN(c1ccc(F)cc1)S(=O)(=O)c1ccc(Cl)c(C(=O)OCC(=O)NCc2ccco2)c1
 : 8, 1724, 11, 2, -15, -7, -5, 2, 0.9, 1.1
Cc1ccc(Nc2nc(N)nc(CSC(=S)N3CCN(c4ccccc4)CC3)n2)cc1
 : 0, 1520, 42, 1, -9, -7, 2, 3, 0.6, 1
Cc1ccc(N(CC(=O)NC2CCCC2)C(=O)c2c(C)noc2C)cc1C
 : 1, 1612, -7, 1, -4, -3, -1, -5, 1.1, 1
CCOc1ccc2[nH]c(SCC(=O)OC)c([N+](=O)[O-])c2c1
 : -7, 1530, 1, 2, 1, 1, -6, 5, 1, 1.1
O=C(O)c1ccc(NC(=S)NC(=O)c2cccc(COc3ccccc3)c2)cc1
 : 2, 1356, 11, 1, 9, -2, -5, 9, 0.9, 1.1
O=c1cc(N2CCc3ccccc3C2)[nH]c(=O)n1-c1ccc(Br)cc1
 : 3, 1551, -1, -4, -10, -4, 0, 5, 1, 1
O=C1c2ccccc2C(Nc2ccc3c(c2)OCCO3)N1c1ccc(Cl)cn1 (centres undefined)
 : 2, 1573, 12, 8, -15, -2, -9, 15, 0.9, 1.1
CC(=O)c1ccc(CCCCCCCCCC(=O)O)s1
 : 9, 1656, 0, 19, -8, -8, -2, 4, 1, 1
CCc1ccc(-c2csc(NC(=O)C3CC(=O)N(c4ccc5c(c4)OCCO5)C3)n2)cc1 (centres undefined)
 : -8, 1510, 2, 0, -30, -10, -12, -4, 1, 1.1
O=C(O)CC12CC3CC(C1)CC(n1ncc(NCc4ccc5c(c4)OCO5)c(Cl)c1=O)(C3)C2
 : -1, 1671, 4, -2, -8, -3, 2, 1, 1, 1
O=C(O)c1ccc(NCCc2ccc(Cl)cc2)c([N+](=O)[O-])c1
 : 1, 1699, 8, 1, 9, -13, 14, 1, 0.9, 0.9
COc1ccc(C(=O)Nc2ccc(/C(C)=N/NC(=O)c3ccccc3O)cc2)cc1OC
 : -3, 1355, 10, -3, -12, -6, -2, 2, 0.9, 1
CCn1c2ccc(CC(=O)O)cc2c2cc(CC(=O)O)ccc21
 : -4, 1809, 4, 7, -7, -1, -3, 6, 1, 1
C/C(=N/NC(=O)c1ccoc1C)c1ccc(NC(=O)C2CCCC2)cc1
 : -2, 1559, -6, 9, -8, 0, -4, 8, 1.1, 1
CCc1nc(N2CCN(C(=O)c3ccccc3)CC2)c2c3c(sc2n1)CCCC3
 : 5, 1504, -9, 0, -13, -5, -8, 5, 1.1, 1.1
O=C(NCCc1ccc2c(c1)OCCO2)c1cc(F)cc(F)c1
 : 5, 1588, 39, 6, -5, -2, 3, 4, 0.6, 1
O=C(Nc1ccccc1)NC1CCN(Cc2nnnn2C2CCCCC2)CC1
 : 2, 1485, -38, 7, -15, 5, -5, 3, 1.4, 1
O=C(CSc1nc(-c2ccccc2)cs1)NCc1ccco1
 : 1, 1413, 26, 7, -10, -5, -5, -4, 0.7, 1
Cc1ccc(S(=O)(=O)Nc2ccc(=O)n(Cc3ccc(Cl)c(Cl)c3)c2)cc1
 : 0, 1584, 0, 12, -3, -10, 0, 4, 1, 1
CCC(C)NC(=O)COC(=O)c1oc2ccccc2c1CSc1ccc(Cl)cc1 (centres undefined)
 : 4, 1693, -3, 5, -6, -4, -2, 15, 1, 1
Cc1ccc(S(=O)(=O)N2CCOCC2)cc1C(=O)OCC(=O)NC1CCS(=O)(=O)C1 (centres undefined)
 : -2, 1392, 2, -5, -4, 1, 4, -3, 1, 1
Cn1c(=O)c2sccc2n2c(CCCC(=O)NCc3ccc4c(c3)OCO4)nnc12
 : -2, 1520, 2, 9, -3, -4, -2, 2, 1, 1
CN(c1ccc(OCC(=O)OCC(=O)Nc2ccccc2)cc1)S(=O)(=O)c1ccc(F)cc1
 : -9, 1456, 14, 0, -5, -8, -1, -7, 0.9, 1
COc1ccc(-c2nc(C(N)=O)c3[nH]c(=O)n(-c4cccc(Cl)c4)c3n2)cc1OC
 : 0, 1585, -22, -12, -39, -3, 1, 4, 1.2, 1
CCOC(=O)c1c(NC(=S)Nc2ccc(C)cc2)sc2c1CCC2
 : 0, 1446, 11, -1, -8, -2, -6, 0, 0.9, 1.1

# Quoted at random: five compounds from above, in no set order.
# Every second line gives: PPARg SRC-1 ag, TR-FRET SRC-2 ct, bIAP inhibitor, PPARg SRC3 recr, TNAP inh noacc, HMGR II inh, TNAP inh hiacc, PPARg SRC-2 ag, bIAP act, TNAP act hi DEA
COc1ccc(OCc2nnc(SCC(=O)N(C)Cc3ccccc3)n2N)cc1
 : -3, 1515, -5, -5, -11, -8, -6, 0, 1, 1.1
CCc1ccc(-c2csc(NC(=O)C3CC(=O)N(c4ccc5c(c4)OCCO5)C3)n2)cc1 (centres undefined)
 : -8, 1510, 2, 0, -30, -10, -12, -4, 1, 1.1
Cc1ccc(S(=O)(=O)Nc2ccc(=O)n(Cc3ccc(Cl)c(Cl)c3)c2)cc1
 : 0, 1584, 0, 12, -3, -10, 0, 4, 1, 1
Cn1c(=O)c2sccc2n2c(CCCC(=O)NCc3ccc4c(c3)OCO4)nnc12
 : -2, 1520, 2, 9, -3, -4, -2, 2, 1, 1
C/C(=N/NC(=O)c1ccoc1C)c1ccc(NC(=O)C2CCCC2)cc1
 : -2, 1559, -6, 9, -8, 0, -4, 8, 1.1, 1

# Continuation:
# Every second line gives: PPARg SRC-1 ag, TR-FRET SRC-2 ct, bIAP inhibitor, PPARg SRC3 recr, TNAP inh noacc, HMGR II inh, TNAP inh hiacc, PPARg SRC-2 ag, bIAP act, TNAP act hi DEA
COc1cc(OC)c(CN2CCC(CO)(CCOc3ccccc3)CC2)c(OC)c1
 : -5, 1658, -11, 2, -9, 0, -5, 6, 1.1, 1.1
O=C(O)c1ccc(CSc2nnc(-c3ccco3)o2)cc1
 : 7, 1708, -49, 11, -13, -7, -27, 11, 1.5, 1.3
C=CCn1c(SCc2ccc(C#N)cc2)nnc1-c1cccc(Cl)c1
 : -3, 1531, 0, -4, -11, 1, -6, 1, 1, 1.1
Cc1ccc(-c2nn(-c3ccccc3)cc2/C=N/NC(=O)c2ccncc2)o1
 : 4, 1602, 0, 5, -12, -1, -7, 11, 1, 1.1
Cc1ccc(NC(=S)NNC(=S)Nc2ccc(C)cc2C)cc1
 : -1, 1364, -3, -4, -51, 0, -4, -5, 1, 1
Cc1ccc(NC(=O)c2ccccc2NS(=O)(=O)c2ccc(Cl)s2)cc1
 : 6, 1477, 10, 0, -4, 0, 2, -1, 0.9, 1
CC1(C)CC(=O)C(Sc2ccccc2[N+](=O)[O-])=C(O)C1
 : 11, 1411, -6, 6, -2, 2, 3, -2, 1.1, 1
CC1OC(OCC2OC(Oc3c(-c4ccc(O)cc4)oc4cc(O)cc(O)c4c3=O)C(O)C(O)C2O)C(O)C(O)C1O (centres undefined)
 : 8, 1469, 4, 1, -2, -1, 1, 5, 1, 1
CC(C)(C)C1CCc2c(sc(NC(=O)c3cc(C4CC4)on3)c2C#N)C1 (centres undefined)
 : 6, 1667, 14, 9, -14, 2, -2, 0, 0.9, 1
O=C(CNC(=O)/C(=C/c1ccccc1)NC(=O)c1ccc(Br)cc1)OCc1ccccc1
 : -2, 1718, 12, 4, -5, -11, -4, -1, 0.9, 1
CCOC(=O)Cc1csc(NC(=O)CSc2nnc(C)n2C)n1
 : 6, 1505, 4, -1, -1, -3, -1, 7, 1, 1
Cc1ccccc1N1C(=O)CN(Cc2sccc2C)C1=S
 : -9, 1424, 5, 1, -2, -5, -1, 4, 0.9, 1
COc1ccc(OC)c(-n2c(SC)nnc2-c2c[nH]c3ccccc23)c1
 : 5, 1754, 6, 7, 1, -2, -4, 1, 0.9, 1
CCCSc1cc(N2CCCC2)nc(-c2ccccc2)n1
 : 4, 1756, 8, 4, -10, -1, -3, 11, 0.9, 1
O=C(CNS(=O)(=O)c1ccc2ccccc2c1)OCc1nnc(-c2ccccc2)o1
 : -4, 1624, -3, -14, -8, -1, -9, 2, 1, 1.1
CC(/C=C1\SC(=S)N(CC(=O)N2CCN(c3ccccc3)CC2)C1=O)=C\c1ccccc1
 : 3, 1627, 3, 6, -6, 4, 10, -8, 1, 0.9
Cc1cccc[n+]1CC(=O)Nc1ccc([N+](=O)[O-])cc1Cl
 : 0, 1466, 0, 0, -10, 1, -3, 2, 1, 1
CCCC1Cc2c(sc3ncnc(N)c23)CO1 (centres undefined)
 : 10, 1807, 7, 7, -8, -4, -2, 2, 0.9, 1
NC(=O)C[n+]1cccc2ccccc21
 : -4, 1611, 8, 7, -12, 7, -6, 1, 0.9, 1.1
CCc1sc(C(=O)Nc2ccsc2C(=O)OC)cc1Br
 : x, x, 17, x, 4, x, -6, x, 0.8, 1.1
CC(=O)Nc1ccc(S(=O)(=O)Nc2cc([N+](=O)[O-])ccc2C)cc1
 : 9, 1566, -6, -4, -4, -3, -5, 0, 1.1, 1.1
CC(=O)C1=C(c2ccccc2)N(C(C)=O)n2c(C)nnc2S1
 : -1, 1586, -30, 1, 10, -3, 4, -1, 1.3, 1

# Part of the list above, field by field:
CCOC(=O)Cc1csc(NC(=O)CSc2nnc(C)n2C)n1
  PPARg SRC-1 ag: 6
  TR-FRET SRC-2 ct: 1505
  bIAP inhibitor: 4
  PPARg SRC3 recr: -1
  TNAP inh noacc: -1
  HMGR II inh: -3
  TNAP inh hiacc: -1
  PPARg SRC-2 ag: 7
  bIAP act: 1
  TNAP act hi DEA: 1
Cc1ccccc1N1C(=O)CN(Cc2sccc2C)C1=S
  PPARg SRC-1 ag: -9
  TR-FRET SRC-2 ct: 1424
  bIAP inhibitor: 5
  PPARg SRC3 recr: 1
  TNAP inh noacc: -2
  HMGR II inh: -5
  TNAP inh hiacc: -1
  PPARg SRC-2 ag: 4
  bIAP act: 0.9
  TNAP act hi DEA: 1
COc1ccc(OC)c(-n2c(SC)nnc2-c2c[nH]c3ccccc23)c1
  PPARg SRC-1 ag: 5
  TR-FRET SRC-2 ct: 1754
  bIAP inhibitor: 6
  PPARg SRC3 recr: 7
  TNAP inh noacc: 1
  HMGR II inh: -2
  TNAP inh hiacc: -4
  PPARg SRC-2 ag: 1
  bIAP act: 0.9
  TNAP act hi DEA: 1
CCCSc1cc(N2CCCC2)nc(-c2ccccc2)n1
  PPARg SRC-1 ag: 4
  TR-FRET SRC-2 ct: 1756
  bIAP inhibitor: 8
  PPARg SRC3 recr: 4
  TNAP inh noacc: -10
  HMGR II inh: -1
  TNAP inh hiacc: -3
  PPARg SRC-2 ag: 11
  bIAP act: 0.9
  TNAP act hi DEA: 1
